# Screening results deposited in PubChem BioAssay by National Center for Advancing Translational Sciences (NCATS).
# S2 tox = Viability Counterscreen for Primary qHTS for Inhibitors of ATXN expression | S2 cells (HEK-293 line with an ATXN2-luciferase reporter) viability, CellTiter-Fluor protease fluorescence, 24 h | Potency, µM (highest dose often 56.7 µM), actives largely listed as cytotoxic | hit rate 0.49% among 400,000; active = well fitted cell-killing curve with a large enough effect; inconclusive = small, poorly fitted or top-dose-only effect, or effect the other way; inactive = no such curve, though single readings can be large or run the other way; note: nearly all actives have a fitted effect of over 40% in size
# Numbers without * were called inactive; i = inactive; u = inconclusive. Potency is the fitted concentration of half-maximal effect. Only part of the results is shown (hit frequency here may not be typical).
SMILES,S2 tox
Cc1ccccc1-c1cccc(CN2CCc3nnc(C(NS(C)(=O)=O)C(C)C)n3CC2)c1 (stereo not given),i
Cc1c(C(=O)NCCc2cccnc2)cnn1-c1nccc(-c2ccccc2F)n1,i
O=C(NCCO)c1cn(C2CCCN(Cc3cccc(C(F)(F)F)c3)C2)nn1 (stereo not given),i
Cc1nc2cc(NC(=O)[C@@H]3C[C@@H](Sc4ccccn4)CN3Cc3cccc(F)c3)ccc2s1,i
Oc1cc(-c2nc3ccccc3s2)cc2c1OCCN(Cc1cccn1-c1ccc(Cl)cn1)C2,u
CC(C)(CNC(=O)c1cnn(-c2nccc(-c3cc4ccccc4o3)n2)c1C1CC1)N1CCOCC1,i
Cc1ccc(CNc2nc(CN3CCN(C=O)CC3)nc3ccccc23)o1,i
COc1ccc(C)cc1N1C(=O)[C@@H]2C[C@H]1CN2Cc1cccc(OC)c1O,i
Cc1nn(C)cc1CN1CCOc2ccc(CN3CCC(Oc4cccnc4)CC3)cc2C1,i
CS(=O)(=O)Nc1cc(C(=O)N2CCNC(=O)C2)c2c(c1)ncn2CCc1ccccc1,u

# Compounds shown so far containing a halogen (4):
SMILES,S2 tox
Cc1c(C(=O)NCCc2cccnc2)cnn1-c1nccc(-c2ccccc2F)n1,i
O=C(NCCO)c1cn(C2CCCN(Cc3cccc(C(F)(F)F)c3)C2)nn1 (stereo not given),i
Cc1nc2cc(NC(=O)[C@@H]3C[C@@H](Sc4ccccn4)CN3Cc3cccc(F)c3)ccc2s1,i
Oc1cc(-c2nc3ccccc3s2)cc2c1OCCN(Cc1cccn1-c1ccc(Cl)cn1)C2,u

# (next part)
SMILES,S2 tox
O=C(Oc1ccccc1C(=O)O)c1ccccc1O,i
CO[C@H]1[C@H](NC(=O)c2ccco2)c2ccccc2C12CCN(Cc1cnc(N(C)C)s1)CC2,i
COc1cc(=O)n2c(c1C(=O)NCc1ccco1)CCN(C(=O)c1cccnc1SC)CC2,i
C#Cc1cccc(C(=O)NCc2nc(-c3ccccc3NC(=O)C3CCCO3)oc2C)c1 (stereo not given),i
COc1ccc(C(=O)N2CCOc3ccc(CN4CCN(c5ccccn5)CC4)cc3C2)o1,i
COc1ccc(Cl)cc1-c1cc2c(c(OC)c1)OCCN(Cc1cccn1-c1nccs1)C2,i
Clc1ccc(C(Cn2ccnc2)OCc2ccc(Sc3ccccc3)cc2)c(Cl)c1 (stereo not given),i
CCC1CN(Cc2cccc3nccnc23)Cc2cc(OC)ccc2O1 (stereo not given),i
COc1ccc2c(c1)CCc1cnc(-n3ncc(C(=O)NCCCc4ccncc4)c3C)nc1-2,u
Cc1nc(C)n(CC(=O)NCC2Cc3cc(-c4ccsc4)cc(Cl)c3O2)n1 (stereo not given),i
CC[C@@H](CO)NCCN[C@@H](CC)CO,i
CO[C@H]1[C@H](NC(=O)c2ccsc2)c2ccccc2C12CCN(Cc1cccc3ncccc13)CC2,u
Cc1ncc2c(c1CNC(=O)/C=C/c1cccs1)CCN(C(=O)c1c(C)noc1C)C2,i
CCS(=O)(=O)Nc1cc(C(=O)N2CCCN(C=O)CC2)c2c(c1)nc(-c1ccccc1)n2C,i
Cc1csc(C(C)N(C)C(=O)c2cc(NC(=O)C3CCC3)c3c(c2)nc(-c2ccncc2)n3C)n1 (stereo not given),i
COc1cc(-c2cccc(Cl)c2)cc2c1OCCN(C(=O)CCn1ccc(C)n1)C2,i
COCCN(C)C(=O)c1cnn(-c2ncc3c(n2)-c2ccccc2CCC3)c1C1CC1,i
Cc1cnc(-n2ncc(C(=O)N(C)CC3CCCN(C)C3)c2C2CC2)nc1-c1cccs1 (stereo not given),i
CO/N=C(/C(=O)N[C@@H]1C(=O)N2C(C(=O)OCOC(=O)C(C)(C)C)=C(C)CS[C@H]12)c1csc(N)n1,i
[O-][n+]1ccccc1SSc1cccc[n+]1[O-],u
O=c1[nH]c(=O)n([C@H]2O[C@H](CO)[C@@H](O)[C@@H]2O)cc1/C=C\Br,i
CC(C)CSc1nnc(CNC(=O)c2ccccn2)n1C,i
COc1ccc(CN2CCC3(CCC(CNC(=O)c4ccco4)O3)CC2)c(OC)c1C (stereo not given),i
O=C1CCN(Cc2cccn2-c2ccccn2)CCN1Cc1ccccc1C(F)(F)F,i
Cc1ccc(CNc2ncnc3sc(C(=O)N4CCCC(C(N)=O)C4)c(C)c23)o1 (stereo not given),i
CCCCCCCC[N+](C)(C)CCCCCCCC,i
COCc1c(C(=O)N2CCCC(C)C2)cnn1-c1nccc(-c2cc(C)sc2C)n1 (stereo not given),i
CC1CN(CC(=O)NCCc2ccncc2)Cc2ccccc2O1 (stereo not given),i
CC(C)c1cc(C(=O)N2CCOc3ccc(CN4CCC(Oc5cccnc5)CC4)cc3C2)n[nH]1,u
Cc1cccc(CNC(=O)c2cnn(-c3nccc(-c4cc5ccccc5o4)n3)c2C2CC2)n1,i
COc1cccc(C(=O)NCC2Cc3cccc(-c4cccnc4)c3O2)c1 (stereo not given),i
CCOC(=O)O[C@]1(C(=O)OCCl)CC[C@H]2[C@@H]3CCC4=CC(=O)C=C[C@]4(C)[C@H]3[C@@H](O)C[C@@]21C,i
CS(=O)(=O)OCCCNCCCOS(C)(=O)=O,i
Cc1cc(O)cc2c1O[C@](C)(CCC[C@H](C)CCC[C@H](C)CCCC(C)C)CC2,i
O=C(c1ccc(N2CCC(NCCCn3ncc4ccccc43)CC2)cc1)N1CCc2ccccc2C1,i
CC(C)(C)C(=O)OCOP(=O)(COCCn1cnc2c(N)ncnc21)OCOC(=O)C(C)(C)C,i
COc1cc2nc(CN(CCO)C3CS(=O)(=O)CC3O)nc(N3CCCCC3)c2cc1OC (stereo not given),i
COCC1CCCN(Cc2ccc3c(c2)CN(C(=O)c2ccc(-c4ccc(C)o4)cc2)CCO3)C1 (stereo not given),i
COc1ccc([C@H]2Sc3ccccc3N(CCN(C)C)C(=O)[C@H]2OC(C)=O)cc1,i
NC1=NCC2c3ccccc3Cc3ccccc3N12 (stereo not given),u
COC(=O)[C@@H]1CCCN1Cc1ccc2c(c1)CN(Cc1cccn1-c1ccc(Cl)cn1)CCO2,i
CC(C)n1nc(-c2cc3cc(O)ccc3[nH]2)c2c(N)ncnc21,u
COC(=O)c1ccc(C(=O)NCC2Cc3cccc(-c4ccc(C(=O)OC)cn4)c3O2)cc1 (stereo not given),i
Cc1c(C(=O)N2CC3CCC2C3)sc2ncnc(NCc3ccco3)c12 (stereo not given),i
COC(=O)C1CCN(Cc2ccc3c(c2)CN(C(=O)c2cc(C4CC4)on2)CCO3)CC1,i
O=c1cc(CO)occ1O,i
Cc1cc2c(OCC(CNC(C)(C)C)OC(=O)c3ccccc3)cccc2[nH]1 (stereo not given),i
COc1cc(-c2c(OC)cccc2OC)cc2c1OCCN(Cc1cn[nH]c1-c1ccc(Cl)cc1)C2,i
CC1=C(CC(=O)O)c2cc(F)ccc2/C1=C\c1ccc(S(C)(=O)=O)cc1,i
Cn1nc(C(=O)NCCN2Cc3ccccc3OC(c3ccsc3)C2)c2ccccc2c1=O (stereo not given),i
# (continued)
SMILES,S2 tox
COC(=O)c1c(OCc2ccccn2)cc(=O)n2c1CCN(C(=O)c1cc(C(C)C)nn1C)CC2,i
COc1ccccc1C1CN(CCNC(=O)c2ccccc2Cl)Cc2ccccc2O1 (stereo not given),i
CN1C[C@H]2c3ccccc3Oc3ccc(Cl)cc3[C@@H]2C1,u
CC(=O)OC/C=C(C)/C=C/C=C(C)/C=C/C1=C(C)CCCC1(C)C,i
O=C(NCC1Cc2cccc(-c3ncccn3)c2O1)c1cccc(-c2ccccc2F)c1 (stereo not given),i
COc1cc(CN2CCCC(n3cc(C(=O)N4CCCC4)nn3)C2)cc(OC)c1 (stereo not given),i
O=C1NC(=O)C(Cc2ccccc2F)(C2CCN(Cc3cccn3-c3cccnc3)CC2)N1 (stereo not given),i
CC(=O)N[C@@H](C)C(=O)NCC1Cc2cccc(-c3ccccc3C(F)(F)F)c2O1 (stereo not given in full),i
COc1ccc(N2C(=O)[C@@H]3C[C@H]2CN3Cc2cccn2-c2nccs2)cc1Cl,i
Cc1cc(=O)c2c(O)c3c(O)cc(=O)c4c3c3c(cc(O)c1c23)C(C)(C)C=4O,i
COc1ccc(CN2CCOc3ccc(C(O)c4cccnc4)cc3C2)cc1O (stereo not given),i
CC(C)COC[C@H](CN(Cc1ccccc1)c1ccccc1)N1CCCC1,u
CC(=O)Nc1ccc(OC[C@@H](O)CNC(C)C)cc1,u
CCC(C)(C)c1ccc(CC(C)CN2C[C@@H](C)O[C@@H](C)C2)cc1 (stereo not given in full),i
COc1ccc2nccc(C(=O)O)c2c1,i
COc1ccc(CN2CCC3(CCC(CNC(=O)C4CCCO4)O3)CC2)c(C)c1C (stereo not given),i
COC(=O)[C@@H]1[C@@H]2C[C@H]3c4[nH]c5ccccc5c4CCN3C[C@@H]2CC[C@@H]1O,i
COc1c(N2C[C@@H]3CCCN[C@H]3C2)c(F)cc2c(=O)c(C(=O)O)cn(C3CC3)c12,i
COc1ccc(-n2c(CNC(=O)c3ccccc3C(F)(F)F)nnc2SC)cc1,i
Cc1cccnc1-c1cccc2c1OC(CNC(=O)/C=C/c1cccs1)C2 (stereo not given),i

# Reprinted from the part before: 6 compounds; new compounds follow.
SMILES,S2 tox
COc1ccc2nccc(C(=O)O)c2c1,i
COc1ccc(CN2CCC3(CCC(CNC(=O)C4CCCO4)O3)CC2)c(C)c1C (stereo not given),i
COC(=O)[C@@H]1[C@@H]2C[C@H]3c4[nH]c5ccccc5c4CCN3C[C@@H]2CC[C@@H]1O,i
COc1c(N2C[C@@H]3CCCN[C@H]3C2)c(F)cc2c(=O)c(C(=O)O)cn(C3CC3)c12,i
COc1ccc(-n2c(CNC(=O)c3ccccc3C(F)(F)F)nnc2SC)cc1,i
Cc1cccnc1-c1cccc2c1OC(CNC(=O)/C=C/c1cccs1)C2 (stereo not given),i
O=C1CC(C(=O)N2CCCC(c3nc(-c4ccncc4)ncc3-c3ccccc3)C2)C2(CCCCC2)O1 (stereo not given),i
Cc1nc(NCc2cnn(C)c2C)sc1-c1ccn(CC2COc3ccccc3O2)n1 (stereo not given),i
CC(C)NC[C@H](O)c1ccc2ccccc2c1,i
CCCCCCCCCCCCCCCCCCNC(=O)OC1CCN(C(=O)OC[C@H](COC(=O)N(Cc2cccc[n+]2CC)C(=O)c2ccccc2OC)OC)CC1,35µM*
O=C(NCCc1nnc2n1CCN(Cc1ccsc1)CC2)c1ccc(F)cc1,i
COC(=O)C[C@](O)(CCCC(C)(C)O)C(=O)O[C@@H]1C(OC)=CC23CCCN2CCc2cc4c(cc2[C@H]13)OCO4 (stereo not given in full),u
O=C(NCC1(N2CCOCC2)CCCCCC1)c1cnn(-c2nccc(-c3ccco3)n2)c1C1CC1,i
CC1(C)S[C@@H]2[C@H](NC(=O)[C@@H](N)c3ccc(O)cc3)C(=O)N2[C@H]1C(=O)O,i
O=C1CC(C(=O)N2CCOc3ccc(CN4CCC(Oc5cccnc5)CC4)cc3C2)c2ccccc21 (stereo not given),u
Cc1ccc(C(=O)Nc2cccc(-c3nc(CNC(=O)[C@@H]4C[C@@H](C)NC(=S)N4)c(C)o3)c2)s1,u
CC(=O)c1cc2ccccc2s1,i
CC(C)C[C@H](NC(=O)[C@@H](COC(C)(C)C)NC(=O)[C@H](Cc1ccc(O)cc1)NC(=O)[C@H](CO)NC(=O)[C@H](Cc1c[nH]c2ccccc12)NC(=O)[C@H](Cc1cnc[nH]1)NC(=O)[C@@H]1CCC(=O)N1)C(=O)N[C@@H](CCCN=C(N)N)C(=O)N1CCC[C@H]1C(=O)NNC(N)=O,i
Cc1cc(-c2ccnc(-n3ncc(C(=O)NCC4COCCO4)c3C)n2)c(C)s1 (stereo not given),u
Cc1cnc(-n2ncc(C(=O)NCc3ccccn3)c2C2CC2)nc1-c1cccs1,i
COc1ccc(CN2C[C@H](Sc3nc4ccccc4[nH]3)C[C@H]2C(=O)N2CCCN(C)CC2)cc1C,u
CCCCCCCCCCCCCCCC(=O)OCCC1CCN(CCCN2c3ccccc3Sc3ccc(S(=O)(=O)N(C)C)cc32)CC1,i
Cc1c(C(=O)NCc2ccc(F)cc2)sc2ncnc(NCC3CCCO3)c12 (stereo not given),i
Cc1cnc(-n2ncc(C(=O)NCc3ccncc3)c2C(C)C)nc1-c1ccc(F)cc1,i
NC[C@@H]1O[C@@H](O[C@H]2[C@@H](O)[C@H](O[C@@H]3[C@@H](O)[C@@H](N)C[C@H](N)[C@H]3O[C@H]3O[C@H](CN)[C@@H](O)[C@@H](O)[C@H]3N)O[C@H]2CO)[C@H](N)[C@@H](O)[C@@H]1O,i
CCCCCCCCCCCCCCCC(=O)OC(C)C,i
CCCCC/C(C=O)=C\c1ccccc1,i
Cc1cc(C(=O)NCc2nnc3n2CCN(Cc2ccc(F)cc2F)CC3)c(C)o1,i
COc1cccc(CN2CCC(n3cc(C(=O)NC4CCCC4)nn3)CC2)c1O,i
COc1ccccc1CCC(=O)N1CCOc2c(cc(-c3cnc4ccccc4c3)cc2OC)C1,i
COc1cccc(CNC(=O)c2c(OC)cc(=O)n3c2CCN(C(=O)c2ccc(C)cc2C)CC3)c1,i
CN1CCCC[C@@H]1CCN1c2ccccc2Sc2ccc(S(C)=O)cc21 (stereo not given in full),i
CCn1c(-c2cccnc2)nc2cc(NC(=O)COC)cc(C(=O)N3CC[C@@H]4CCCC[C@H]4C3)c21,u
CC(Oc1ccccc1)C(=O)N[C@@H]1C(=O)N2[C@@H]1SC(C)(C)[C@@H]2C(=O)O (stereo not given in full),i
Cc1ncc2c(c1CNS(=O)(=O)N(C)C)CCN(C(=O)/C=C/c1cccc(F)c1)C2,i
CC(=O)N[C@@H](Cc1ccc(O)cc1)C(=O)O,i
COc1ccc2nc(SCc3ncc(C)c(OC)c3C)[nH]c2c1,i
CC1(C)S[C@@H]2[C@H](NC(=O)[C@@H](NC(=O)N3CCNC3=O)c3ccccc3)C(=O)N2[C@H]1C(=O)O,i
CCOC(=O)N1CCN(Cc2ccc3c(c2)CN(C(=O)c2ccc(C#CC(C)(C)O)o2)CCO3)CC1,i
COC(=O)CC1C(=O)NCCN1C(=O)CN1Cc2ccccc2OC(c2ccccc2)C1 (stereo not given),i
